SMARCA2 act – SMARCA2 (BRM) function activators, primary screen, cell-based, luminescence, high throughput; MG213 cells, MMTV-luciferase reporter, dexamethasone, overnight; activation, % at 9.1 µM; 370,000 tested, 1% active; in the data active = activation above about 7.8%;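 note: 0% = vehicle wells and 100% = reference activator wells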
ssDAF-12 act – S. stercoralis DAF-12 nuclear receptor activators, primary screen, cell-based, luminescence, HEK293, GRIP1 co-expression, lit1-tk-luc. activation, % at 6.8 µM. Nuclear hormone receptor DAF-12 (Strongyloides stercoralis). AID 652126, 2013. 370,000 tested, 1% active. HEK293 ssDAF-12/GRIP1 lit1-tk-luc reporter; % of 3 µM dafachronic acid response;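 active = activation above the mean over all tested compounds plus 3 SD, cut at about 0.9% in these data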;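 note: 0% = DMSO-only wells and 100% = 3 µM delta7-dafachronic acid wells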
DAX1 inh-1 – DAX1 (NR0B1) inhibitors on StAR promoter, primary screen, cell-based, luminescence, SF-1 (NR5A1), full-length DAX-1; HEK293T StAR-luciferase reporter, SF-1/DAX-1 repression relief; inhibition, % at 6.8 µM; 370,000 tested, 1.1% active; AID 652010, 2013;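 active = inhibition above the mean over all tested compounds plus 3 SD, cut at about 3.6% in these data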;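 note: 0% = DAX-1 cells with DMSO and 100% = cells lacking DAX-1 with DMSO; higher inhibition means more luminescence from relief of DAX-1 repression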
hcDAF12 agonist – H. contortus DAF-12 nuclear receptor activators, primary screen, cell-based, luminescence, HEK293, lit1-tk-luc reporter | HEK293 hcDAF-12 lit1-tk-luc reporter; 0% DMSO, 100% Δ7-dafachronic acid | activation, % at 6.8 µM | 370,000 tested, 1.4% active | AID 652067, 2013;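 active = activation above the mean of all tested compounds plus 3 SD, cut at about 5.5% in these data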;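 note: 100% = response to 3 µM Δ7-dafachronic acid high control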
proKLK7 act – proKLK7 zymogen activators, primary screen, biochemical, fluorescence intensity; Kallikrein-7 (Homo sapiens), P49862; purified proKLK7, EDANS-DABCYL substrate fluorescence; 100% is mature enzyme control, 0% vehicle; activation, % at 7 µM; 370,000 tested, 0.9% active; AID 652039, 2013;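 active = activation above the mean of all tested compounds plus 3 SD, computed per campaign excluding outliers beyond control limits, cut at about 13% in these data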
hgDAF-12 ag – H. glycines DAF-12 receptor agonists, primary screen, cell-based, luminescence, HEK293, GAL4 fusion, UAS-luciferase; Nuclear hormone receptor DAF-12 (Heterodera glycines), GAL4 fusion; HEK293 GAL4-hgDAF12 UAS-luciferase reporter, agonist luminescence; normalized to butyrate control; activation, % at 6.8 µM; 370,000 tested, 1.8% active; AID 687014, 2013;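 active = activation above a cutoff set at the mean of all screened compounds plus 3 SD, cut at about 10% in these data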;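 note: 0% = DMSO wells and 100% = sodium butyrate wells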
sPLA2-III inh – human group III sPLA2 inhibitors, primary screen, biochemical, QFRET, BODIPY PC-A2 liposome substrate | QFRET BODIPY PC-A2 liposome hydrolysis, fluorescence | inhibition, % at 12.2 µM | 370,000 tested, 0.56% active;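 active = inhibition above mean plus 3 SD of compounds lying within the high and low control bounds, cut at about 19% in these data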;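 note: 0% = median of test compound wells and 100% = no enzyme DMSO wells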
DAX1 inh-2 – DAX1 (NR0B1) inhibitors, primary screen, cell-based, HEK293, Gal4-DAX1, luciferase luminescence. HEK293 Gal4-DAX1 luciferase reporter. inhibition, % at 6.75 µM. 340,000 tested, 0.99% active. AID 504766, 2011;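 active = inhibition above the mean over all tested compounds plus 3 SD, cut at about 4.2% in these data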;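 note: 0% = DAX1-transfected cells with DMSO and 100% = empty-vector control cells with DMSO; inhibition shows as a rise in luminescence from relieved DAX1 repression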
GC-B act – human GC-B receptor activators, primary screen, HEK293 GC-B cells, cGMP TR-FRET, EC30 CNP; Atrial natriuretic peptide receptor 2 (Homo sapiens), P20594; 0% at EC30 CNP, 100% saturating CNP; activation, % at 10 µM; 370,000 tested, 0.11% active; AID 1920062, 2024;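 active = activation at 10 µM reaching about 35% in either raw or pattern-adjusted values, limit read from the data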
NPR1 activator – GC-A stimulated cGMP production enhancers – HEK293 GC-A cells, cGMP TR-FRET, EC30 ANP, primary screen; Atrial natriuretic peptide receptor 1 (Homo sapiens), P16066; 0% at EC30 ANP, 100% saturating ANP; activation, % at 10 µM; 370,000 tested, 0.14% active; in the data active = activation above about 40%
Target sequence (P16066 whole entry, looked up): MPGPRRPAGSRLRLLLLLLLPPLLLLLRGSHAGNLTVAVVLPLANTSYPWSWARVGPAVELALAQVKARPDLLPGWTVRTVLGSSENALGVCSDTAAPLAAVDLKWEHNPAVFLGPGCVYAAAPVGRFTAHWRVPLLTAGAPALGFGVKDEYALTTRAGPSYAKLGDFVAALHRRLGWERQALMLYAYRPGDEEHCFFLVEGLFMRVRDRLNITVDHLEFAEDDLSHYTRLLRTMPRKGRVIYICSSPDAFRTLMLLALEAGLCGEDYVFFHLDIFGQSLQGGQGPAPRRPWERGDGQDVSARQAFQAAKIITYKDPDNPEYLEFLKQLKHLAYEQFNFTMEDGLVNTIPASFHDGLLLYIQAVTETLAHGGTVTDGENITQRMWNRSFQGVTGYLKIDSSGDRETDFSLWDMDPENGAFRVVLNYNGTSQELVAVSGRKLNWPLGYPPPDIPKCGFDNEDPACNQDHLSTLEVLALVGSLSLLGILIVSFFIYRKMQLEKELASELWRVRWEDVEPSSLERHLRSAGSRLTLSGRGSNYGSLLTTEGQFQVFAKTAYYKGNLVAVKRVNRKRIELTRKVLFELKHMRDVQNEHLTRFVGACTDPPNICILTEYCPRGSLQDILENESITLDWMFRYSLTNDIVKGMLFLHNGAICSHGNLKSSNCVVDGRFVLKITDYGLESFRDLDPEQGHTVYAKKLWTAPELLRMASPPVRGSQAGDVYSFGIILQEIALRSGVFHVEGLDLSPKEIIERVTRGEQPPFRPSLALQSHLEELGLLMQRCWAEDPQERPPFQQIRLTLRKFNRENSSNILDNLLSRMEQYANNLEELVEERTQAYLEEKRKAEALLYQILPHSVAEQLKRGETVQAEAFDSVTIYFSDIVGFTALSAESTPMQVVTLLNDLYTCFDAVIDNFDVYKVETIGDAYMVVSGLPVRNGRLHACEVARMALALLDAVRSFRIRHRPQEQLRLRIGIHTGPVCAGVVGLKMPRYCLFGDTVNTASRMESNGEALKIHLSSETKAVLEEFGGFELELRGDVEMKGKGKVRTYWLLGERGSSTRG
GAA850 FXN act – FXN promoter activators, primary screen, cell-based, luciferase luminescence, HEK293 lucGAA850 | HEK293 lucGAA850 FXN promoter luciferase reporter, 24 h; percent of 10 µM SAHA response | activation, % at 6 µM | 360,000 tested, 0.56% active;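 active = activation above the average of all compounds screened plus 3 SD, cutoff fixed separately per campaign, cut at about 7.5% in these data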;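 note: 0% = DMSO wells and 100% = 10 µM SAHA wells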
An asterisk follows results filed as active; / = not tested or not shown.

structure,SMARCA2 act,ssDAF-12 act,DAX1 inh-1,hcDAF12 agonist,proKLK7 act,hgDAF-12 ag,sPLA2-III inh,DAX1 inh-2,GC-B act,NPR1 activator,GAA850 FXN act
COc1ccccc1CNC(=O)COC(=O)c1ccc(NC(N)=O)cc1,-1,-1.1,-0.7,1.2,0.2,-1.1,4,-0.5,7,0,-0.1
CN(CC(O)COc1c(F)cc(Br)cc1F)C1CCCCC1 (stereo not given),0,-1.2,-0.5,-1.4,-1.1,-3.6,2,-0.7,-1,0,0.4
O=C(CCc1ccccc1)Nc1cc2c(cc1Cl)OCCO2,3,1.2*,3.9*,2.5,1.0,10,-1,1.3,3,0,3.8
COc1ccc(CNc2cc([N+](=O)[O-])ccc2OC)cc1,6,-1.5,0.0,1.3,-0.7,0.2,2,-0.7,/,/,1.8
O=C(CS(=O)(=O)c1c[nH]c2ccccc12)N1CCCCCC1,1,-0.3,0.3,3.2,-0.5,-1.9,-7,-0.9,-5,0,-1.0
O=C(OCC(=O)c1ccc(Cl)s1)c1ccc2ccccc2n1,-3,-1.1,-0.2,4.6,-0.5,2.1,1,0.2,-2,-1,0.6
CC(=C/c1ccccc1)/C=N/NC(=O)c1nnn(-c2nonc2N)c1CN1CCC(C)CC1,-1,-1.1,-0.2,1.4,0.2,-0.6,-8,0.7,5,-9,-0.5
CCOC(=O)C1=C(COC(=O)/C=C/c2ccc(OCC)c(OC)c2)NC(=O)NC1C (stereo not given),4,-1.3,-0.7,-2.3,-0.9,-0.3,-6,-0.9,4,3,2.7
Cc1ccc(S(=O)(=O)NCCC(=O)NNc2c(F)c(F)cc(F)c2F)cc1,0,-0.7,-1.1,-1.8,0.5,0.3,-20,-0.3,-4,0,1.2
COc1cc(-c2coc3c(C(=O)NCc4ccc(C(F)(F)F)cc4)cccc23)ccc1O,-7,-1.6,-2.0,-2.4,0.2,3.0,-9,/,1,-3,-0.6
CC1(C)Cc2c(sc(/N=C/N3CCCCC3)c2C#N)C(C)(C)N1,0,-1.0,0.1,-2.7,0.2,-0.1,-3,1.2,1,1,1.8
COc1ccc(-c2csc(NC(=O)C3CCCO3)n2)cc1 (stereo not given),4,-0.9,1.2,1.1,-0.3,5.7,1,1.6,-1,3,6.6
COc1ccc2[nH]c(=O)c(CN(Cc3ccc(C)cc3)Cc3nnnn3CC3CCCO3)cc2c1 (stereo not given),1,-1.6,0.6,-1.2,-2.5,2.6,-5,0.3,6,0,2.6
O=C(CN1C(=O)/C(=C/c2ccccc2)Sc2ccccc21)NCCCN1CCOCC1,-2,-1.0,0.2,1.3,-0.2,-1.6,5,-0.4,4,2,1.8
CN1C(=S)SC(N2OC3C(=O)N(c4ccccc4)C(=O)C3C2c2ccc(Cl)cc2)C1(C)C (stereo not given),-2,-0.7,0.1,0.7,0.1,2.0,-7,0.6,-14,-21,-1.4
COc1ccc(/C=C/C(=O)OCc2csc(-c3ccccc3)n2)cc1OC,3,-1.0,-0.2,-2.0,-5.8,1.8,-21,-0.4,5,1,2.5
c1coc(C2Nc3ccccc3C3OCCC23)c1 (stereo not given),-4,-0.2,-1.0,-0.7,0.9,2.6,7,-0.7,0,3,-1.4
Cc1ccc(C(C)NC(=O)c2cc(C)oc2C)cc1 (stereo not given),-1,-1.0,-0.4,-0.5,-0.4,-1.5,-3,0.3,5,0,2.0
CCCCCCN1C[C@H](n2cc(COC(=O)c3ccccc3)nn2)[C@@H](O)C[C@@H]1c1ccc(OC)cc1,-3,-1.1,-0.3,-0.6,-0.1,-2.4,-4,0.6,-6,-7,0.5
COc1cccc(S(=O)(=O)N(C)C[C@H]2OCc3cnnn3CCCC(=O)N([C@@H](C)CO)C[C@@H]2C)c1,2,-0.9,0.5,-0.5,-0.5,2.9,5,2.6,2,6,0.8
COc1ccc(-c2noc(C(C)NS(=O)(=O)c3ccc(NC(C)=O)cc3)n2)cc1 (stereo not given),0,-0.7,-0.6,-2.2,0.1,-1.4,-6,0.0,1,2,-1.1
COc1cc2c(cc1OC)/C(=C/c1ccc(Cl)cc1)C(=O)OC2,-4,-1.3,-0.8,-2.4,-0.1,-3.4,8,-0.5,3,1,3.4
CC1Cc2ccccc2N1C(=S)NC(=O)c1cccc(Br)c1 (stereo not given),-2,-0.8,-0.9,-1.0,-0.5,-0.1,11,0.7,2,3,0.6
O=C(c1ccc(Br)cc1)N(Cc1ccco1)C1CCS(=O)(=O)C1 (stereo not given),-3,-0.9,-0.3,-0.8,-0.3,-1.7,2,0.0,-5,-6,-0.8
COc1ccc(CNC(=O)CSc2nnc(-c3ccc(NC(C)=O)cc3)n2C)cc1,-2,-1.2,-0.3,-0.2,-0.1,-2.0,6,0.5,4,3,0.4
CCOc1ccc(Nc2nc3cc(S(=O)(=O)CC)ccc3o2)cc1,-3,-1.8,-0.5,-2.4,-0.1,-3.3,-12,-1.2,-7,-1,3.4
COc1ccc(C2NC(Cc3ccccc3)(C(=O)O)C3C(=O)N(c4ccccc4OC)C(=O)C23)cc1 (stereo not given),0,-1.3,0.3,-0.1,0.8,-1.1,-7,0.0,1,-2,1.7
CCCCCCn1cc(CN2CC(N(C)CCC)CS2(=O)=O)nn1 (stereo not given),1,-0.9,-0.7,-0.4,-0.2,0.3,0,/,1,3,/
CN1CCN(C(=O)CCCN2C(=O)/C(=C/c3ccccc3)SC2=S)CC1,1,-0.8,0.2,-1.3,-0.2,1.6,-6,1.7,0,-3,0.6
CN(C)S(=O)(=O)N(CC(=O)NCCSCc1ccc(Cl)cc1)c1ccccc1,-2,-0.6,-0.9,-1.0,-0.8,2.6,-13,0.4,2,-4,3.4
O=C(COC(=O)/C=C/c1ccc([N+](=O)[O-])cc1)NCc1ccc2c(c1)OCO2,1,-1.6,0.1,1.4,-0.4,1.4,3,-0.1,-9,-3,-1.1
CCC(CC)C(=O)Nc1ccc(Sc2ccc([N+](=O)[O-])cc2)cc1,-3,-0.7,-1.2,-2.2,0.1,-4.1,4,-0.3,10,3,-2.2
O=C(O)C1CCC(CN(Cc2cccc(Br)c2)C(=S)Nc2ccccc2F)CC1 (stereo not given),-4,-1.3,-0.8,-0.7,0.3,0.6,-2,1.6,1,-1,1.2
O=C(NC(=O)c1c(F)cccc1F)Nc1cccc(Oc2ncc(Cl)cn2)c1,-3,-0.9,-0.5,-1.2,0.0,1.3,12,0.9,1,-3,-0.2
O=C(/C=C/c1cccs1)c1cc(Br)ccc1OC(=O)N1CCOCC1,-3,-1.3,-0.6,-1.0,-0.4,-0.3,-3,-1.7,1,1,-4.9
Cc1cc(C(=O)NNC(=O)[C@H](C)NC(=O)c2ccc(Br)cc2)c(C)o1,0,0.2,1.5,0.1,-0.5,-0.6,-2,0.5,2,-2,2.4
CCOC(=O)C1=C(Nc2ccccc2)CC(C)(O)C(C(=O)OCC)C1c1ccccc1 (stereo not given),1,-0.8,0.3,-1.1,-0.5,-1.0,0,2.3,-1,4,2.0
O=c1c(N=Nc2ccc(O)cc2)c(-c2ccccc2)[nH]n1-c1ccc([N+](=O)[O-])cc1,-1,-1.3,0.0,-0.4,-0.7,1.1,4,-0.1,1,-8,2.0
CCOC(=O)c1ccc(NC(=S)N2CCN(c3ccc(N4CCOCC4)nn3)CC2)cc1,-3,-0.9,-0.1,0.3,1.7,-0.3,1,-0.5,7,0,0.3
CC(=O)Oc1ccc(/C=C(\NC(=O)c2ccco2)C(=O)NCc2ccccc2)cc1,-3,-0.6,0.3,0.3,-0.5,3.3,-1,3.5,-3,-1,1.6
Cc1ccc([N+](=O)[O-])cc1S(=O)(=O)Nc1ccc(O)c(Sc2ncn[nH]2)c1,3,-1.0,0.1,-1.0,0.1,-2.1,-42,1.0,-1,-1,4.7
Cc1ccc(S(=O)(=O)N(C)CC(=O)N2CCCCCCC2)cc1,2,-0.9,-0.9,-0.1,1.0,0.1,1,-1.5,-1,2,-0.3
COc1ccc(-c2noc(COc3ccccc3OC)n2)cc1OC,1,-0.6,0.4,-1.0,-0.1,0.8,-6,-0.7,-5,4,1.9
O=C(Cc1csc(NC(=O)Nc2ccc(Cl)cc2)n1)NCc1cccnc1,1,-1.1,0.2,-1.1,0.1,3.4,-13,-1.7,4,1,2.1
COc1ccccc1Nc1nnc(SC(C)C(=O)NC2CC2)s1 (stereo not given),-3,-1.6,-0.6,-1.4,0.3,-0.4,13,0.5,8,-3,3.7
Cn1cc(C(=O)c2ccccc2C(=O)O)cc1C(=O)C(Cl)(Cl)Cl,0,-1.1,0.1,1.8,-0.5,-0.3,4,0.2,3,-3,1.1
O=C(N/N=C/c1ccccc1F)c1cccc2ccccc12,0,-0.8,0.5,2.2,-0.5,0.7,9,1.9,3,0,3.4

5 entries already listed, arranged by count of non-hydrogen atoms, ascending:
structure,SMARCA2 act,ssDAF-12 act,DAX1 inh-1,hcDAF12 agonist,proKLK7 act,hgDAF-12 ag,sPLA2-III inh,DAX1 inh-2,GC-B act,NPR1 activator,GAA850 FXN act
O=C(OCC(=O)c1ccc(Cl)s1)c1ccc2ccccc2n1,-3,-1.1,-0.2,4.6,-0.5,2.1,1,0.2,-2,-1,0.6
O=C(c1ccc(Br)cc1)N(Cc1ccco1)C1CCS(=O)(=O)C1 (stereo not given),-3,-0.9,-0.3,-0.8,-0.3,-1.7,2,0.0,-5,-6,-0.8
O=C(Cc1csc(NC(=O)Nc2ccc(Cl)cc2)n1)NCc1cccnc1,1,-1.1,0.2,-1.1,0.1,3.4,-13,-1.7,4,1,2.1
O=c1c(N=Nc2ccc(O)cc2)c(-c2ccccc2)[nH]n1-c1ccc([N+](=O)[O-])cc1,-1,-1.3,0.0,-0.4,-0.7,1.1,4,-0.1,1,-8,2.0
COc1ccc(C2NC(Cc3ccccc3)(C(=O)O)C3C(=O)N(c4ccccc4OC)C(=O)C23)cc1 (stereo not given),0,-1.3,0.3,-0.1,0.8,-1.1,-7,0.0,1,-2,1.7

From PubChem
